Assay outcomes deposited in PubChem by NCI.
Growth percent in the NCI-60 one-dose screen (48 h, 10 µM unless noted): 100 = growth as untreated, 0 = no growth, -100 = all killed.
SK-MEL-5: SK-MEL-5 melanoma | 80,000 tested, 6.4% active | AID 1794755
HOP-92: HOP-92 NSCLC cells. 71,000 tested, 6.3% active
SK-MEL-28: SK-MEL-28 melanoma. AID 1794761. 81,000 tested, 4.1% active
M14: M14 melanoma | 80,000 tested, 6.2% active
UACC-62: UACC-62 melanoma | 81,000 tested, 5.4% active
EKVX: EKVX NSCLC; 71,000 tested, 3% active; AID 1794765
UACC-257: UACC-257 melanoma; 78,000 tested, 4.4% active
A549/ATCC: A549/ATCC NSCLC; 81,000 tested, 3.7% active; AID 1794740
Active calls of the source: *; . = not tested or not shown; & = joins results of further samples; [ ] = remark or other dose. The calls were made as follows: active = growth percent below 10; inactive = the rest.

Compound	UACC-62	SK-MEL-5	A549/ATCC	UACC-257	SK-MEL-28	EKVX	HOP-92	M14
CCN(Cc1ccccc1)N=Nc1ccccc1	116	109	103	103	110	106	119	101
O=C(COc1cccc(/C=C2\COc3ccccc3C2=O)c1)c1ccccc1	59	48	89	73	97	84	91	61
Cc1ccc(NC(=O)c2ccc(N3CCN(CCO)CC3)cc2)cc1NC(=O)c1coc2nc(N)nc(N)c12	109	102	101	103	110	97	135	103
O=C1CSC(=NCC(=O)n2c(-c3ccccc3)nc3ccccc32)N1	98	98	108	124	116	87	97	105
ClC(Cl)c1nc(-c2ccco2)n2nc(-c3ccccc3)cc2n1	41	98	-2.2*	54	12	4.0*	-9.1*	.
Cc1nc([P+](c2ccccc2)(c2ccccc2)c2ccccc2)co1	68	90	99	43	77	85	78	97
COc1nccc2cc3c(=O)n4c(cc5ccnc(OC)c54)c(=O)n3c12	108	103	101	103	114	.	108	101
Cc1nc2ccc(-n3c(-c4ccc(Cl)cc4)nc4ccccc4c3=O)cc2n1Cc1ccccc1	78	67	80	78	107	90	80	95
CCC1(c2ccccc2)C(=O)Nc2ccccc21 (stereo not drawn)	94	102	104	104	106	109	99	110
COc1ccc(-c2[nH]c3ccccc3c2-c2ccc(OC)cc2)cc1	57	58	76	72	51	74	43	35
CC(=O)NS(=O)(=O)c1ccc(NCCc2c(C)nc3scc(-c4ccccc4)n3c2=O)cc1	83	101	101	105	110	.	82	95
Nc1nc(-c2cc(Cl)cc(Cl)c2)cc(-c2cc(-c3cc(Cl)cc(Cl)c3)nc(N)n2)n1	97	101	95	95	114	92	105	112
COC(=O)[C@]12CC[C@@H](C)[C@H](C)[C@@H]1C1=CC[C@@H]3[C@@]4(C)C/C(=N\O)[C@H](O)[C@@]5(C)COC(=C45)C[C@@]3(C)[C@]1(C)CC2	-58*	-98*	-91*	-90*	-60*	-69*	-79*	-82*
COc1ccc(-c2n[nH]nc2-c2cc(OC)c(OC)c(OC)c2)cc1	38	-54*	20	69	64	54	-1.9*	12
CC1=NN(c2cccc(Cl)c2)C(=O)/C1=C\c1cccn1Cc1ccccc1	83	93	96	98	102	89	68	96
Cc1nc(N=C(N)N)nc2ccc3ccccc3c12	-21*	2.9*	21	-10.0*	-0.8*	.	-25*	5.0*
Cc1cc(=O)[nH]c(=S)[nH]1	97&108	104&111	93&101	102&100	114&105	101&99	85&89	104&96
CN1C(=S)N(C)C2C1NN=C1SC(c3ccccc3)=CC(=O)N12 (stereo not drawn)	78	64	94	99	102	81	73	101
O=C(CC(c1ccccc1)N1CCCCC1)c1ccccc1 (stereo not drawn)	.	99	96	114	113	.	.	98
COc1ccc(-c2nc(SCCCCCC(=O)NO)[nH]c(=O)c2C#N)cc1OC	101	101	106	113	107	107	128	99

Random excerpt: 3 compounds from above.
Compound	UACC-62	SK-MEL-5	A549/ATCC	UACC-257	SK-MEL-28	EKVX	HOP-92	M14
Cc1nc2ccc(-n3c(-c4ccc(Cl)cc4)nc4ccccc4c3=O)cc2n1Cc1ccccc1	78	67	80	78	107	90	80	95
COc1ccc(-c2n[nH]nc2-c2cc(OC)c(OC)c(OC)c2)cc1	38	-54*	20	69	64	54	-1.9*	12
CN1C(=S)N(C)C2C1NN=C1SC(c3ccccc3)=CC(=O)N12 (stereo not drawn)	78	64	94	99	102	81	73	101

Compound profiles, as listed above. Order of values: UACC-62, SK-MEL-5, A549/ATCC, UACC-257, SK-MEL-28, EKVX, HOP-92, M14
CCC1(c2ccccc2)C(=O)Nc2ccccc21 (stereo not drawn) as listed: 94, 102, 104, 104, 106, 109, 99, 110
COC(=O)[C@]12CC[C@@H](C)[C@H](C)[C@@H]1C1=CC[C@@H]3[C@@]4(C)C/C(=N\O)[C@H](O)[C@@]5(C)COC(=C45)C[C@@]3(C)[C@]1(C)CC2 as listed: -58*, -98*, -91*, -90*, -60*, -69*, -79*, -82*
CN1C(=S)N(C)C2C1NN=C1SC(c3ccccc3)=CC(=O)N12 (stereo not drawn) as listed: 78, 64, 94, 99, 102, 81, 73, 101

Later entries
Compound	UACC-62	SK-MEL-5	A549/ATCC	UACC-257	SK-MEL-28	EKVX	HOP-92	M14
COC(c1ccccc1)C(Br)C(=O)c1ccccc1 (stereo not drawn)	85	94	95	87	102	103	71	91
COc1ccccc1/C=N/NC(=O)O	85	97	99	101	105	93	84	93
Nc1c(C(=O)Nc2cccc(Cl)c2)oc2ncccc12	87	94	93	115	108	.	81	104
COc1ccc(CCNC(=O)C(=O)C(Cc2ccccc2)NC(=O)/C=C/c2ccc(O)c(O)c2)cc1 (stereo not drawn)	104	101	99	102	102	93	99	105
O=C(O)/C(=C\c1ccccc1)c1ccccc1	.	.	104	102	110	.	90	49
COc1ccc(-c2nc3sccn3c2-c2ccnc(NCCCNS(=O)(=O)c3ccc(OC)cc3)n2)cc1	22	27	65	59	52	.	74	26
COc1ccc(NC(=O)Nc2ccc(OCC(=O)N=Nc3c(O)[nH]c4ccc(OC)cc34)cc2)cc1	59	92	103	89	89	105	44	86
O=C(NS(=O)(=O)c1ccc(Cl)cc1)n1ccc2c(Cl)ccnc21	116	98	104	109	106	95	82	108
NC(=S)N1CCOCC1	104	101	99	87	104	.	99	108
CO[C@]1(CO)O[C@H](n2cc(C)c(=O)[nH]c2=O)C[C@@H]1O	98	99	95	94	112	104	109	101
CCOC(=O)/C(F)=C/C1CC1CC(C)(C)C (stereo not drawn)	91	102	98	108	116	96	121	97
Cc1cc(C(=O)Nc2cc(Cl)ccc2Cl)c(C)o1	96	104	105	106	112	100	110	108
CC1(C)CC[C@]23CC[C@]4(C)[C@H](CC[C@@H]5[C@@]6(C)C/C(=C/c7ccccn7)C(=O)C(C)(C)[C@@H]6CC[C@]54C)[C@H]2[C@H]1OC3	84	98	98	96	101	95	84	107
COc1ccc(/C=C/C(O)CCN2CCC3CCC(C3)C2)cc1 (stereo not drawn)	105	114	103	115	114	104	78	99
CCNc1cc(Cl)nc(N)n1	.	97	91	102	103	91	102	100
OC(c1cc2cc(Br)ccc2c2cc(Br)ccc12)C1CCCCN1 (stereo not drawn)	-79*	-1.3*	-81*	-83*	-93*	-71*	-89*	-76*
CN1CCN(Cc2cc(=O)oc3ccc4ccccc4c23)CC1	79	104	88	85	110	108	87	98
CC(=O)n1cc(-c2c[nH]c3ccccc23)c(-c2ccc(Br)cc2)n1	84	86	83	89	87	.	81	69
C=CCN1C(=O)/C(=C\c2ccc3c(c2)CCC3)SC1=S	99	100	105	110	113	.	91	101
O=C1CC(c2ccc(Cl)cc2Cl)c2cnn(Cc3ccc4c(c3)OCO4)c2N1 (stereo not drawn)	92	96	73	.	114	97	93	110
COc1cc2c(cc1OC)C(c1ccc(N=Cc3ccc(Cl)c(Cl)c3)cc1)N(C(=S)Nc1cc(Cl)ccc1Cl)CC2 (stereo not drawn)	78	89	96	103	103	80	32	97
CCOc1ccc(-n2nnc3cnc(Nc4cnn(CC)c4)nc32)cc1	98	74	75	79	103	105	106	89
COc1cc(NC(=O)C2=C(N3CCOCC3)/C(=C/c3ccc(Cl)cc3)CC2)cc(OC)c1OC	73	66	41	59	112	93	65	97
CC1CN(S(=O)(=O)c2ccc(-c3cc4ccccc4c(=O)o3)cc2)CC(C)C1(F)F (stereo not drawn)	86	98	97	104	100	96	.	97
Cc1ccc2nc(-c3ccc(N4C(=O)/C(=C/c5ccc(F)cc5)N=C4c4ccccc4)cc3)sc2c1	81	85	66	99	108	.	87	92
CC(C)Cc1cc(-c2cc(CC(C)C)[nH]n2)n[nH]1	87	95	94	105	105	98	105	97
COc1ccc(/C=N\Nc2ccc([N+](=O)[O-])cn2)cc1OC	82	85	30	68	79	64	.	110
O=C1C2=C(C(=O)c3c(O)cccc31)C(c1ccco1)c1sc(=O)[nH]c1S2 (stereo not drawn)	-75*	-93*	-48*	-28*	-29*	83	69	-98*
COc1cccc(C2c3c([nH]c(=S)[nH]c3=O)Nc3[nH]c(=S)[nH]c(=O)c32)c1O	95	100	102	121	111	97	95	91
CN1C(=O)CNC(=O)[C@H](NC(=O)c2nc3ccccc3cc2O)CSSC[C@H]1C(=O)O	98	97	92	85	124	116	107	98
C=C(C)[C@@H]1CC=C2c3sc(-c4ccccc4)nc3C[C@@H](C)[C@]2(C)C1	87	97	97	103	108	90	90	99
CN(CCC#N)C(=O)Nc1ccccc1	101	110	101	94	112	105	114	109
CCCCCCCOc1c(OC)cc(C2CC(=O)Nc3c2c(C)nn3-c2nc3ccccc3[nH]2)cc1OC (stereo not drawn)	-49*	-84*	1.6*	10	-9.7*	-27*	-8.3*	4.6*
S=P(Oc1cc(Cl)c(Cl)cc1Cl)(N1CCN(c2cccc(Cl)c2)CC1)N1CCN(c2cccc(Cl)c2)CC1	91	100	96	94	102	98	104	97
CC(C)(SCCc1ccncc1)C(N)C(=O)O (stereo not drawn)	104	100	98	100	110	109	103	98
O=C1Nc2cc(Cl)c(CCCl)cc2/C1=C/c1ccc(F)cc1	51	66	70	82	94	.	54	89
O=C(Nc1cc(F)cc2cccnc12)c1cnc(N2CCOCC2)cn1	85	84	95	31	77	64	84	71
O=C(O)c1ccc(Nc2ccnc(SCC(=O)c3ccc([N+](=O)[O-])cc3)n2)cc1	99	99	106	109	106	105	121	107
O=C1Nc2ccccc2/C1=C/c1ccc(OCc2ccc(Cl)cc2)cc1	82	96	105	109	102	86	102	96
COc1cc(CCCO)cc2c1OCO2	95	108	103	111	110	104	102	108
Clc1nc2ccc(Br)cc2cc1-c1nc2ccccc2s1	78	85	97	104	93	69	54	91
C=C(C)[C@@H]1CC[C@]2(c3ncc(C)o3)CC[C@]3(C)[C@H](CC[C@@H]4[C@@](C)(CCC#N)[C@H](C(=C)C)CC[C@]43C)[C@@H]12	-91*[100 µM]	-92*[100 µM]	-85*[100 µM]	-80*[100 µM]	-89*[100 µM]	-79*[100 µM]	-86*[100 µM]	-68*[100 µM]
CCCN(CCC)C(=O)c1cccc(C)c1	96	102	94	88	104	92	79	100
CC(C)=CCC/C(C)=C/COC(=O)/C=C\C(=O)NC(N)=O	99	104	90	81	100	.	.	102
O=C1NC(c2ccc(Cl)c(Cl)c2)=C/C1=C/c1ccccc1[N+](=O)[O-]	89	99	103	109	104	81	95	95
Cc1ccc(/C(CSc2nnc(-c3c[nH]c4ccccc34)n2-c2ccccc2)=N/O)cc1	-53*	34	18	36	63	28	-5.5*	-64*
COc1cccc(-n2nc(C(=O)NCc3ccccc3OC)nc2-c2cc(OC)c(OC)c(OC)c2)c1	97	107	93	.	115	91	108	100
Cc1ccc(-c2cn(CC(=O)Nc3nc4ccccc4s3)nn2)cc1	100	97	109	110	101	103	116	100
COc1cc(/C=C2\CCC/C(=C\c3cc(CN4CCOCC4)c(O)c(OC)c3)C2=O)cc(CN2CCOCC2)c1O	40	52	36	65	59	54	37	37
O=c1oc2ccc(Br)cc2c(=O)n1-c1ccc(Cl)cc1F	-28*	.	8.2*	-11*	-0.8*	9.1*	-13*	-12*
Cc1ccc2c(c1)O/C(=C\c1ccc([N+](=O)[O-])o1)C2=O	51	77	55	68	83	.	.	56
COc1ccc(C2CC(c3cccs3)=NN2c2ccc(S(N)(=O)=O)cc2)cc1 (stereo not drawn)	43	61	76	31	63	.	63	78
COC1CC(OC(=O)c2ccc(C)cc2)C(COC(=O)c2ccc(C)cc2)O1 (stereo not drawn)	91	.	98	115	110	102	88	97

Rows were taken by chance; overall some 9.8% were active at least once.
